CHT PAM: allosteric activators of human choline transporter CHT; Q9GZV3; CHT-expressing cells, membrane potential dye, choline EC20; stronger effect = higher value; LV-AA mutant CHT in HEK293 cells; B-score at 10 µM; 0.49% of 310,000 active;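 active = initial fluorescence not abnormally high and integrated response B-score, plate-corrected, over 3 SD above library mean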
Target sequence (Q9GZV3 whole entry, looked up): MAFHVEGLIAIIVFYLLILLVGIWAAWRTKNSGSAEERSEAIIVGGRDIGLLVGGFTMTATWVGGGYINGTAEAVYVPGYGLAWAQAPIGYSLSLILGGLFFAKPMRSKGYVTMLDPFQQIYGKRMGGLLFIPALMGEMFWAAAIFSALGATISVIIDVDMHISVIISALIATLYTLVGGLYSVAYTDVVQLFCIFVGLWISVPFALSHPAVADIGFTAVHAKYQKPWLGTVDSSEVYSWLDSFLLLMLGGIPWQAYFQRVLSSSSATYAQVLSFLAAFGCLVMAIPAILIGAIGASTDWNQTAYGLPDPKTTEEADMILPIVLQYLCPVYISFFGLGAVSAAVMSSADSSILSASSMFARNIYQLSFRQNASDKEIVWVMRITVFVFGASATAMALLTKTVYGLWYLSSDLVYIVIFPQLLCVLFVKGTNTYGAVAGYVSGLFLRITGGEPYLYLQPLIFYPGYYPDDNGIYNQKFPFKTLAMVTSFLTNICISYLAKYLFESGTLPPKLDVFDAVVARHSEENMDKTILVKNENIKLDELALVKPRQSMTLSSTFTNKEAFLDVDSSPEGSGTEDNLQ
CHT block: inhibits the human high affinity choline transporter. CHT-expressing cells, membrane potential dye, choline response; stronger effect = lower value. 0.86% of 310,000 active. B-score at 10 µM. Q9GZV3;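 active = B-score over 3 SD under the library average, and starting fluorescence ratio not unusually high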;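 also: choline stimulus applied at its EC90 after an EC20 pre-addition; B-score computed on integrated fluorescence ratio after choline addition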
* marks the source's active call; other numbers are inactive results; i = inactive. This is a random part of the collection; overall some 1.5% were active at least once.

SMILES	CHT PAM	CHT block
CC12COC3(C(=O)Nc4ccc(F)cc4)CC1CCC32C (stereo not given)	i	i
COc1ccc(C(CCNCc2ccc(N(C)C)cc2)C(C)C)cc1 (stereo not given)	i	i
CCOC(=O)c1c(C)[nH]c(C(=O)OC)c1CCC(=O)OC	i	i
O=C(CN1C(=O)C2C3C=CC(C3)C2C1=O)Nc1ccc2nccnc2c1 (stereo not given)	i	i
COc1ccc(S(=O)(=O)Nc2cc(C(=O)NCCCOC(C)C)ccc2N2CCOCC2)cc1	i	i
Cc1ccc(S(=O)(=O)NCc2c(-c3ccccc3)noc2C)cc1	i	i
CCN=C1SC(CC(=O)NC(C)C)C(=O)N1CC (stereo not given)	i	i
O=C(NCc1ccc2c(c1)OCO2)c1ccc(CSCc2ccc(Cl)cc2)o1	i	i
Cc1cc(OCCNCCO)cc(C)c1Cl	i	i
Cc1cc(C)nc(SCC(=O)N/N=C/c2cc(C)n(-c3ccccc3C)c2C)n1	i	i

Continued; the last 3 above are carried over.
SMILES	CHT PAM	CHT block
O=C(NCc1ccc2c(c1)OCO2)c1ccc(CSCc2ccc(Cl)cc2)o1	i	i
Cc1cc(OCCNCCO)cc(C)c1Cl	i	i
Cc1cc(C)nc(SCC(=O)N/N=C/c2cc(C)n(-c3ccccc3C)c2C)n1	i	i
COc1ccc(C(=O)N2CCN(c3ccc([N+](=O)[O-])c(NCCc4ccc(OC)c(OC)c4)c3)CC2)cc1	i	i
Cc1sc2ncnc(N)c2c1C	i	i
Cc1ccc(C(=O)N2CCn3c(C)ccc3C2C)cc1 (stereo not given)	i	i
CCc1ccc(CCC(=O)Nc2ccc(C)c(C)c2)o1	i	i
c1ccc2c(c1)OCc1cn[nH]c1-2	i	i
COc1ccc(N2CCN(C(=O)NCc3ccc(C)cc3)CC2)cc1	i	i
CC(C)CC1(C(=O)NCCN2CCOCC2)C=CCN1C(=O)c1ccccc1 (stereo not given)	i	i
COc1ccccc1NC(=O)NCc1ccco1	i	i
S=C1NC2(CCCC2)N=C1c1ccccc1	i	i
CCN(CC1CCCO1)C(=O)c1cc(COc2ccccc2SC)on1 (stereo not given)	i	i

4 of these compounds, set out differently:
Molecule: COc1ccccc1NC(=O)NCc1ccco1
  CHT PAM: i	CHT block: i

Molecule: CC12COC3(C(=O)Nc4ccc(F)cc4)CC1CCC32C (stereo not given)
  CHT PAM: i	CHT block: i

Molecule: Cc1cc(C)nc(SCC(=O)N/N=C/c2cc(C)n(-c3ccccc3C)c2C)n1
  CHT PAM: i	CHT block: i

Molecule: Cc1sc2ncnc(N)c2c1C
  CHT PAM: i	CHT block: i

Single records (already shown):
COc1ccc(C(=O)N2CCN(c3ccc([N+](=O)[O-])c(NCCc4ccc(OC)c(OC)c4)c3)CC2)cc1 is listed as CHT PAM = i; CHT block = i
Cc1sc2ncnc(N)c2c1C is listed as CHT PAM = i; CHT block = i

Next part.
SMILES	CHT PAM	CHT block
c1ccc(-n2c(Cc3cccnc3)nc3cnccc32)cc1	i	i
CC(C)OCCCN1CN(S(=O)(=O)c2cccc(Cl)c2)c2nc3ccccc3nc21	i	i
COc1cc([N+](=O)[O-])cc(/C=N/NC(=O)c2cc(-c3ccccc3)nc3ccccc23)c1O	i	i
CSc1ccccc1NC(=O)CCn1c(=O)oc2ccccc21	i	i
O=C(NC(=S)Nc1cccc2c(O)cccc12)c1cccc(Br)c1	i	i
CCCCn1c(N)c(N(CCOC)C(=O)COC(=O)COc2cccc(C(C)=O)c2)c(=O)[nH]c1=O	i	i
O=C(c1ccc(NS(=O)(=O)/C=C/c2ccccc2)cc1)N1CCCCC1	i	i
COc1cc(O)c2c(c1)OC(c1ccc(O)cc1)CC2=O (stereo not given)	i	i
O=C(O)CSc1nnc(Cn2nnc3ccccc32)n1CCc1ccccc1	i	i
CCCCNC(=O)c1onc(CCl)c1C(=O)OC	i	i
COc1ccccc1N=Nc1ccc(N)c(C)c1	i	i
CCOC(=O)NC(=O)/C(C#N)=C\Nc1ccc(Cl)cc1Cl	i	i
O=[N+]([O-])c1ccc(N2CCOCC2)cc1NC(c1ccccc1)c1ccccc1	i	i
Cn1c(=O)c2c(ncn2CC(=O)OCC(=O)c2ccc(Cl)cc2)n(C)c1=O	i	i
Cn1c(=O)oc2ccc(C(=O)CSc3nnnn3-c3ccccc3)cc21	i	i
O=C(Nc1ccccc1)N1CCN(c2ccc(F)cc2)CC1	i	i
Cc1nc(-c2ccccc2)sc1C(=O)Nc1ccccc1F	i	i
O=C(COc1ccc(Cl)cc1)NCCS(=O)(=O)N1CCN(c2ccc(F)cc2)CC1	i	i
Cc1ccc(Cc2c(C)nc3nc(SCC(=O)NCc4ccco4)nn3c2C)cc1	i	i
CC(C(=O)N1CCCCCC1)c1ccc([N+](=O)[O-])cc1 (stereo not given)	i	i
CNCc1sccc1C	i	i
COc1ccc(NC(=S)NNc2ccc(C(=O)O)cc2)cc1	i	i
COc1ccc(C(=O)N(C)CC(=O)Nc2cccc(F)c2)cc1S(=O)(=O)NC1CCCC1	i	i
Cc1ccc(C(=O)ONc2ccc(N=O)cc2)cc1	i	i
CC1(OC(=O)CCc2ccccc2)C(=O)C=C2C=C(c3ccc(C#N)cc3)N(C(CO)CO)C=C2C1=O (stereo not given)	i	i
CC(/C=N/NC(=O)Cc1cccs1)=C\c1ccco1	i	i
O=C1C=C(c2ccc3c(c2)OCO3)CCC1	i	i
COc1ccc(NC(=O)CCc2nnc3ccc(NCc4ccco4)nn23)cc1OC	i	i
Cc1ccc(-c2csc(=S)n2CC(=O)OCC(=O)NCc2ccc(F)cc2)cc1	i	i
CC(=O)c1ccc(OCCOc2ccc(Cl)c3cccnc23)cc1	i	i
CCCC[C@@H]1CNCCN1CC1(c2ccccc2)CC1	i	i
C/C=C/C(O)c1ccc2ccccc2c1 (stereo not given)	i	i
C#CCNC(=O)C1=C[C@@H](c2ccc(C(F)(F)F)cc2)C[C@@H](OCCCCO)O1	i	i
CCCCOc1ccc(N(CC(=O)NC(C)C)C(=O)CCC(=O)Nc2ccccn2)cc1	i	i
CCOC(=O)c1ccc(N2C(=O)C3C(/C=C/c4ccccc4)OC4(C(=O)c5ccccc5C4=O)C3C2=O)cc1 (stereo not given)	i	i
Cc1ccc(CNC(=O)C2CCC(=O)N(CCCN3CCOCC3)C2)cc1 (stereo not given)	i	i
C(=N\Nc1ccccc1)/c1nc2ccccc2s1	i	i
CC(=O)Nc1ccc(NC(=S)Nc2ccc(Br)cc2)cc1	i	i
O=C(C1=C(O)C(=O)N(CC2CCCO2)C1c1cccc(O)c1)c1ccco1 (stereo not given)	i	i
O=C(CNS(=O)(=O)c1cccc(C(F)(F)F)c1)Nc1ccccc1F	i	i
CC1CCN(S(=O)(=O)c2cc(Cl)ccc2Br)CC1	i	i
CC(Cc1ccccc1)C(=O)NCc1ccncc1 (stereo not given)	i	i
CCCCCCCCS(=O)c1sc2nc3c(cc2c1N)CCCC3 (stereo not given)	i	i
Cn1c(=O)c2c(nc(N3CCN(c4ccccc4)CC3)n2CCCc2ccccc2)n(C)c1=O	i	i
Cc1ccc(S(=O)(=O)Cc2sc3ccccc3[n+]2C)cc1	i	i
COc1cc(C(=O)NCCOc2ccc(F)cc2)c(Br)c(OC)c1OC	i	i
CC1(C)CC(=O)c2c(Cc3ccccc3)n[nH]c2C1	i	i
CCN(CC)C(=O)c1cn(-c2ccccc2)nc1-c1ccc2c(c1)OCCO2	i	i
Cc1cccc(OCCOc2ccc(/C=N/NC(=O)Cc3nnc(N)s3)cc2)c1	i	i
O=C(NCCC1=CCCCC1)c1c(O)nc2sccn2c1=O	i	i
Next compounds
SMILES	CHT PAM	CHT block
Cc1c(N=C/C=C2\N(C)c3ccccc3C2(C)C)c(=O)n(-c2ccccc2)n1C	i	i
CSc1ccccc1NC(=O)c1ccc(C)o1	i	i
O=C(NCc1cccc(C(F)(F)F)c1)C1CCC(=O)N(C2CCCCCC2)C1 (stereo not given)	i	i
NS(=O)(=O)c1ccc(CCNC(=O)COC(=O)CCSc2ccc(Cl)cc2)cc1	i	i
CC(=O)N(CN1C(=O)C2CC=CCC2C1=O)c1cccc(Cl)c1 (stereo not given)	i	i
CC(C)N1CC2=C(OC(N)=C(C#N)C2c2cccnc2)/C(=C/c2cccnc2)C1 (stereo not given)	i	i
CC(=O)c1cnc2c(-c3ccccc3)c(C(F)(F)F)nn2c1C	i	i
CCCCSc1nnc(-c2ccc(C)cc2)n1C	i	i
Cc1ccccc1N1CCN(C(=S)c2ccc([N+](=O)[O-])cc2)CC1	i	i
CCCCCCCCn1c(N2CCN(c3cccc(Cl)c3)CC2)nc2c1c(=O)[nH]c(=O)n2C	i	i
CN(C)c1ccc(/C=N/NC(=O)CCCCCNC(=O)c2ccccc2)cc1	i	i
CCC(CC)C(=O)N1c2ccc(F)cc2CCC1C (stereo not given)	i	i
CCN(CC(=O)NCc1cccs1)C(=O)c1ccc(NS(=O)(=O)c2cccc([N+](=O)[O-])c2)cc1	i	i
Clc1cccc(Oc2ncc(CN3CCOCC3)s2)c1	i	i
CCc1ccc(NC(=O)CSc2nnc(-c3cccs3)n2CC)cc1	i	i
CCCCNC(=O)C1CCN(S(=O)(=O)c2ccc3c(c2)CC(C)N3C(=O)C2CC2)CC1 (stereo not given)	i	i
CSc1ccccc1C(=O)Nc1ccc2c(c1)OCO2	i	i
COc1ccc(CNC(=O)COc2ccc(F)cc2)cc1	i	i
CC(C)[C@H](NS(=O)(=O)c1ccccc1)C(=O)OCC(=O)Nc1ccccc1Sc1ccccc1	i	i
Fc1cccc(Cl)c1CSc1ccc2nnc(-c3ccccn3)n2n1	i	i
Cc1cc(=O)oc2cc(OCC(=O)OCC(=O)N(CCC#N)c3ccccc3)ccc12	i	i
O=C(CSc1ccc(-c2ccccc2)nn1)N1CCCCC1	i	i
COc1ccc(S(=O)(=O)n2ccc(-c3cnc(-c4ccccc4)s3)n2)cc1	i	i
Cc1ccccc1Nc1nc(-c2sc(NC(=O)c3ccccc3)nc2C)cs1	i	i
O=C(c1ccc2c(c1)OCO2)N1CCN(S(=O)(=O)c2ccccc2)CC1	i	i
CCOC(=O)c1ccc(NC(=O)C2C3CCC(C3)C2C(=O)O)cc1 (stereo not given)	i	i
Cc1oc(C(=O)Nc2ccc(C(=O)O)cc2)cc1COc1ccccc1	i	i
O=C(NCc1nc2ccccc2[nH]1)C1=C[C@H](c2ccc3c(c2)OCO3)C[C@H](OCCCCO)O1	i	i
Cc1nc2nc(C)c(NS(=O)(=O)c3ccc(C4CCCCC4)cc3)c(=O)n2[nH]1	i	i
Nc1nc2ccc(-c3nc4ccccc4o3)cc2s1	i	i
Cc1cc(NC(=O)CCC(=O)N(CC(C)C)C(C(=O)NC(C)(C)C)c2ccccc2Cl)no1 (stereo not given)	i	i
Cc1cccc(CNC(=O)CCc2nnc(C3CCCCC3)o2)c1	i	i
COC(=O)C(Cc1ccccc1)NC(=O)CCC(=O)NC(C)CCc1ccccc1 (stereo not given)	i	i
O=C(CN1C(=O)COc2ccc(Cl)cc21)Nc1ccc(N2CCOCC2)cc1	i	i
CC(C)CCN(N=O)[C@@H](Cc1ccccc1)CN(N=O)[C@@H](Cc1ccccc1)CN(C)N=O	i	i
CC1CCN(C(=O)/C(=C/c2ccccc2Cl)c2ccccc2)CC1	i	i
COc1cccc(CNC(=O)CSc2nc(=O)n(Cc3ccncc3)c3c2CCC3)c1	i	i
COc1cccc(NC(=O)c2ccccc2Oc2ccccc2)c1	i	i
CCCCCC1=NN2C(=O)CC(=O)N=C2S1	i	i
CC(C)(Oc1ccc(Cl)cc1)C(=O)O/N=C(\N)c1ccncc1	i	i
O=C(Cn1nc(-c2ccccc2Cl)ccc1=O)Nc1ccc(Br)cc1	i	i
COc1cc(/C=C/C(=O)N2CCCc3ccccc32)cc(OC)c1OC	i	i
COc1ccc(NC(=O)CNC(=O)Cc2cccc3ccccc23)c(OC)c1	i	i
O=C(Cc1ccccc1)c1ccc(Cl)cc1	i	i
COc1cc2cc(CN(CCN3CCCC3)C(=O)Nc3ccccc3Cl)c(=O)[nH]c2cc1OC	i	i
C/C(=N/NC(=O)c1ccco1)c1cccc(NC(=O)c2ccc(C)s2)c1	i	i
CCOC(=O)c1cnc2c(c(C)nn2C)c1Oc1ccc(Cl)cc1	6.4*	i
C/C(=N\NC(=O)C1CC1)c1cccnc1	i	i
O=S(=O)(O)c1nc2ccccc2n1Cc1ccc(Cl)cc1	i	i
CCC(=O)c1ccc(OC(=O)c2cccs2)cc1	i	i
Further structures follow.
SMILES	CHT PAM	CHT block
CCC/C(O)=C1\C(=O)CCCC1=NCCc1c(C)[nH]c2ccc(OC)cc12	i	i
CC(NC(=S)NC1CCCCC1)C(c1ccccc1)N1CCOCC1 (stereo not given)	i	i
Cc1ccc(-c2csc3ncn(CC(=O)O)c(=O)c23)cc1C	i	i
CN(C)CCN(Cc1ccccc1)C(=O)[C@H](Cc1ccccc1)N1C(=O)c2ccccc2C1=O	i	i
CC(C)c1ccc(C2N3CC4([N+](=O)[O-])CN2CC([N+](=O)[O-])(C3)C4(C)C)cc1 (stereo not given)	i	i
CCN1CCN(C(=O)CN(Cc2ccccc2)S(C)(=O)=O)CC1	i	i
COc1ccc(CNC(=O)C2=CC(c3ccc(OC)c(OC)c3)=NS(=O)(=O)N2C)cc1	i	i
CCCCC(=O)N(c1ccc(C(=O)O)cc1)c1nc(-c2ccc(Cl)cc2)c(CC)s1	i	i
COC(=O)c1scc(C)c1N/N=C(\C)c1ccc(F)cc1F	i	i

Screens (PubChem)
